From PubChem
Cneo AK release: causes C. neoformans cell lysis; adenylate kinase release luminescence, 4 h; normalised: neutral wells 0, clomiphene wells 100; lysis activity, % at 15 µM; AID 651654; hit rate 0.2% among 360,000;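 active means mean lysis activity across replicates of at least 80%, whatever share of replicates individually reach that level; inactive means mean lysis activity below 80%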
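read-out = cell lysis signal | test system = log-phase Cryptococcus neoformans yeast cells | input = cells at 5 × 10^6 per mL | medium = fresh YPD growth medium | signal = luminescent adenylate kinase detection reagent | timing = 4 h at 37 °C static, read 1 h later | dosing = single dose | controls = Clomiphene as positive lysis control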
miR122 inh: miR-122 inhibition in Huh7 cells; hit rate 0.3% among 340,000; Huh7 miR-122 Renilla luciferase sensor, 48 h; neutral wells = 0, positive control = 100; AID 602342; activation (reporter increase), % at 12.5 µM;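 active means mean replicate activation score at least 90 and every replicate individually at or above 90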;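 further: higher luciferase means less miR-122 activity so hits act as miR-122 inhibitors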
FN deposit inh: fibronectin deposition inhibition | inhibition, % at 12.6 µM | hit rate 0.086% among 350,000 | AID 743247 | AH1F fibroblasts, Alexa488-fibronectin deposition fluorescence, overnight;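 active means mean inhibition across replicates of 30% or more, regardless of how many single replicates reach that level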;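 further: positive control wells lacked labelled fibronectin entirely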
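Material: AH1F fibroblasts assembling fluorescent fibronectin matrix; amount: 10000 AH1F cells/well; medium: DMEM, 2% serum; reagent: Alexa488-fibronectin, 24 nM final in well; dosing: single compound dose, delivered by pin transfer; incubation: 1 h adhesion, overnight exposure; detection: fluorescence after three HBSS washes, excitation 485 nm, emission 525 nm; measure: fibronectin deposition inhibition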
LGR2 antag: inhibitors of bursicon-induced Drosophila LGR2 receptor cAMP signaling; hit rate 0.35% among 380,000; inhibition, % at 9.99 µM; HEK293 LGR2, CRE-luciferase, bursicon-stimulated, 4 h;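 active means drop in luminescence signal, shown as inhibition above about 50% in the replicate tests, limit read from the data, passing the limit was not always enough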;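 further: agonist challenge used bursicon conditioned medium at about half maximal strength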
CASP6 VEID inh: inhibitors of human caspase-6 | P55212 | purified caspase-6, Z-VEID-R110 cleavage fluorescence | inhibition, % at 12.5 µM | hit rate 0.53% among 350,000 | AID 686996;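 active means mean inhibition across replicates at least about 35%, with every replicate also reaching that limit, limit read from the data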;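 further: 0% = median of neutral control wells and 100% = no fluorescence left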
Target sequence (P55212 24-179 limits assumed): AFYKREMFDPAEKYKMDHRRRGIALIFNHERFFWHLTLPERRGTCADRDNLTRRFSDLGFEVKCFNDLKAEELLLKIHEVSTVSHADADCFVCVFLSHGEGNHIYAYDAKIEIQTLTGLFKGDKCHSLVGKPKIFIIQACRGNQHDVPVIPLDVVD
Target sequence (P55212 194-293 limits assumed): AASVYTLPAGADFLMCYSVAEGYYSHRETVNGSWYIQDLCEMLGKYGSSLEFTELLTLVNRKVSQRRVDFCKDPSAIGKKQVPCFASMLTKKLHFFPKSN
PGC1a acetyl inh: lowers PGC1a acetylation signal in U2OS cells. AlphaScreen anti-acetyl-lysine; with virally co-expressed GCN5 acetyltransferase. inhibition, % at 15.6 µM. hit rate 0.17% among 350,000. AID 651687;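 active means every replicate shows inhibition of at least 40%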;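 further: 0% = neutral control wells and 100% = positive control wells; some results beyond the cut were filed as inactive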
PAX8 inh HTS: lowers PAX8-driven luciferase in RMG-I cells. RMG-I TPO-luciferase reporter, SteadyGlo, 24 h. inhibition, % at 12.6 µM. hit rate 1.2% among 360,000;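 active means mean replicate inhibition at least 60% with every replicate also reaching 60%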;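 further: luciferase light reporting Pax8 driven TPO promoter activity; plate controls were median of neutral control wells for no effect and mitoxantrone controls for full effect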
EWS-Fli inh: blocks EWS/Fli oncoprotein-driven transcription; inhibition, % at 12.6 µM; AID 651661; A673 NR0B1-luciferase reporter, viability-normalised; hit rate 0.67% among 350,000;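 active means mean inhibition of at least 50% after viability correction, with every replicate also passing that limit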;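 further: firefly luciferase signal divided by Alamar Blue viability fluorescence both relative to DMSO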
* hit, by the source's call; nt = not tested or not shown; & = joins results of further samples; [ ] = dose if it differs, or a comment.

SMILES | Cneo AK release | miR122 inh | FN deposit inh | LGR2 antag | CASP6 VEID inh | PGC1a acetyl inh | PAX8 inh HTS | EWS-Fli inh
CC(NC(=O)NC(=O)c1ccc(Cl)cc1)c1ccccc1 (configuration not stated) | 1 | nt | 2 | 19 | -2 | nt | -31 | nt
C[C@H]1CN([C@@H](C)CO)C(=O)c2cc(NC(=O)Nc3ccccc3)ccc2O[C@H]1CN(C)S(=O)(=O)c1cn(C)cn1 | 3 | -2[16.7 µM] | nt | 7 | 0 | -4 | nt | -18
CCOc1ccc(C(C(=O)NCC2CCCO2)N(C(=O)c2snc(C(N)=O)c2N)c2cccc(F)c2)cc1 (configuration not stated) | -1 | 20 | -2 | 7 | 4 | 3 | 10 | nt
CO[C@@H]1CN(C)C(=O)c2ccc(NC(=O)C3CC3)cc2OC[C@@H](C)N(Cc2nccs2)C[C@H]1C | 0 | -6[16.7 µM] | -3 | -12 | 3 | nt | -5 | -4
COc1ccc(/C=C/c2nc(S(=O)(=O)c3ccccc3)c(NCCCN(C)C)o2)cc1OC | 0 | -4 | 6 | -4 | -25 | 1 | -14 | 4
COc1ccc(NC(=O)CC2Oc3ccc(C)cc3NC2=O)cc1 (configuration not stated) | 1 | -6 | -18 | 13 | 0 | 4 | 13 | -8
CC(=O)N1CCN(c2ccc(N3CCN(C(C)=O)[C@H](C)C3)c(C)c2)[C@H](C)C1 | nt | nt | 6 | 12 | 0 | nt | 1 | 13
O=C(Nc1ccccc1Cl)c1ccc([N+](=O)[O-])o1 | -2 | 5 | -1 | 5 | 7 | -66 | 24 | 6
CC(=O)Nc1cccc(C(=O)N(CCc2ccccc2)Cc2ccccc2)c1 | 0 | 7 | 0 | 3 | -110 | -7 | -37 | -16
N#CC1(NC(=O)COC(=O)c2ccc(Cl)nc2)CCCCC1 | -1 | nt | 1 | -24 | 0 | nt | 7 | -1
CC(C)c1ccc(NC(=O)COc2nnc(-c3cccs3)c(-c3cccs3)n2)cc1 | 0 | -1 | -3 | nt | nt | -2 | 12 | nt
Cc1cccc(-c2ccc3[nH]c4c(c3c2)CCN2C[C@H]3[C@H](C)ON(C)[C@H]3C[C@@H]42)c1 | 2 | 4 | nt | 0 | -10 | 8 | 1 | -5
O=C(Cn1c(=O)n(CCC(=O)N2CCCCC2)c(=O)c2sccc21)NCc1ccccc1 | 5 | -4 | 7 | 11 | 1 | -5 | 1 | -21
COc1cccc(S(=O)(=O)Nc2ccc3c(c2)[C@@H]2C[C@H](CC(=O)N[C@@H](C)c4ccccc4)O[C@H](CO)[C@@H]2O3)c1 | 0 | 7[16.7 µM] | nt | 10 | -2 | -13 | 9 | 6
CN(C)CCCCNC(=O)[C@@H]1C[C@@H]2C(=O)N[C@@H](CCCCN(C)C)C(=O)N2[C@@H]1c1ccc(O)cc1 | 4 | nt | nt | nt | -87 | 6 | -61 | -77
CCOC(=O)N1CCN(c2cc(C)nc3nc(C)nn23)CC1 | 1 | -6 | 2 | 1 | 1 | -5 | 12 | 3
O=C(c1ccccc1)c1c[nH]c(C(=O)NNc2ccccc2)c1 | nt | nt | nt | 25 | -1 | -2 | 0 | 8
Cc1ccccc1COc1cccn2c(N(C)C(=O)CCC3CCCC3)c(C)nc12 | 0 | -2 | -10 | 1 | 7 | -11 | 25 | 10
O=C(NCC1CC1)[C@@H]1[C@@H](CO)[C@@H]2Cn3c(ccc(-c4ccccc4)c3=O)[C@H]1N2CC1CC1 | 54 | 0[16.7 µM] | nt | 11 | -3 | 0 | 1 | 5
CC(C)NC(=O)Nc1ccc2c(c1)C(=O)N([C@@H](C)CO)C[C@@H](C)[C@@H](CN(C)Cc1ccc(C(=O)O)cc1)O2 | -4 | 1[16.7 µM] | nt | 1 | 4 | 1 | -36 | 2
Cc1ccccc1NC(=O)OCc1ccccc1 | 4 | -3 | 2 | -25 | -2 | 0 | -32 | -75
Cc1ccc(-c2nnc(SCC(=O)NC3CC3)o2)cc1 | -2 | 0 | -9 | -31 | -8 | 2 | -66 | -39
O=C(Nc1ccncc1)Nc1cccc(C(F)(F)F)c1 | -3 | nt | -8 | 5 | 3 | nt | -9 | 18
Cc1ccc(NC(=O)c2nc[nH]c2C(=O)N2CCN(C(=O)OC(C)(C)C)CC2)cc1 | 0 | -15 | -1 | -2 | 1 | nt | -9 | -13
OCC1(Cc2ccccc2)CCCN(Cc2ccc(-c3ccco3)cc2)C1 (configuration not stated) | 0 | 0 | 7 | 14 | -2 | -17 | -1 | 4
O=C(C[C@H]1CC[C@H](NC(=O)C2CCC2)[C@H](CO)O1)Nc1nccs1 | 7 | nt | nt | -2 | 2 | -6 | -3 | 0
CCC(C)CCN1C(N(C)C)=NC[C@@H]1Cc1ccccc1 (some centres not stated) | -1 | -1 | -10 | -9 | -1 | -2 | 12 | 7
COC(=O)C1=C(C)N(Cc2cccc(C(F)(F)F)c2)C(=NCc2cc(OC)c(OC)c(OC)c2)NC1c1ccc(F)cc1 (configuration not stated) | nt | nt | -6 | -6 | 5 | nt | 50 | 38
CN1CCCCN2[C@H](C1)[C@@H](c1ccc(-c3ccccc3)cc1)[C@@H]2CO | 0 | 1[16.7 µM] | nt | -5 | 0 | 2 | -11 | 2
CC(C)c1ccc(NC(=O)COC(=O)CCC(=O)c2cccs2)cc1 | 1 | -22 | 6 | 40 | 0 | nt | -12 | -4
COc1ccc(N2CC(O)=C(c3nc(-c4ccc(F)cc4)cs3)C2=N)cc1 | nt | nt | nt | 12 | -1 | nt | 7 | 11
Cc1nc2cc(-c3ccc(Cl)cc3)nn2c(C)c1CCC(=O)NC(C)c1ccc2c(c1)OCCO2 (configuration not stated) | 1 | 0 | -10 | -31 | 0 | 4 | 29 | 57*
COC(=O)C1=C(C)N(Cc2ccc(C(F)(F)F)cc2)C(=NCc2ccc(C(F)(F)F)cc2)NC1c1cccc(F)c1 (configuration not stated) | nt | nt | -13 | 9 | 0 | nt | 33 | 57*
Cc1ccc(-c2ccc3c(c2)O[C@H](CN(C)C(=O)CC2CC2)[C@@H](C)CN([C@H](C)CO)S3(=O)=O)cc1 | -3 | 16[16.7 µM] | -5 | -32 | -5 | 0 | 12 | 4
CCOC(=O)N1CCN(S(=O)(=O)c2ccc(C(=O)N(CCN(C)C)c3nc4ccc(CC)cc4s3)cc2)CC1 | -6 | -1 | 3 | 6 | -7 | 7 | -34 | -40
O=C(C1CCCC1)N1CC[C@@H]2[C@H]1c1cc(Br)ccc1N[C@@H]2CO | nt | nt | 10 | -19 | nt | 12 | nt | 0
Cc1ccc(NC(=O)c2ccc3nc[nH]c3c2)nc1 | -1 | 14 | 2 | -39 | 21 | 4 | -144 | -66
CCOc1ccc(C(=O)NCCN2CCCC2)cc1 | nt | 3 | -1 | -5 | -75 | -1 | 24 | 3
O=C(C[C@H]1C=C[C@@H](NS(=O)(=O)c2ccccc2)[C@@H](CO)O1)N1CCc2ccccc2C1 | -2 | nt | nt | -1 | 2 | -5 | 9 | 0
CS(=O)(=O)c1ccc(NC(=O)CCN2C(=O)C3CC=CCC3C2=O)cc1 (configuration not stated) | 1 | -1 | nt | 4 | -1 | nt | 8 | 4
Cc1ccn2c(NCc3ccccc3)c(-c3cccc(SC4CCCCC4)c3)nc2c1 | -2 | nt | -11&-4 | 7&-11 | -3&-8 | nt | 12&-27 | 25&4
Cc1cc(NC(=O)C2CC(c3cccc(Br)c3)=NO2)no1 (configuration not stated) | 2 | -6 | nt | 2 | 3 | 11 | nt | -4
c1ccc(C2=NCCCN2)cc1 | -1 | nt | nt | 11 | 4 | -3 | nt | 3
C[C@H]1CCCCO[C@H](CN(C)Cc2ccc(C(F)(F)F)cc2)[C@@H](C)CN([C@@H](C)CO)C(=O)c2cc(NC(=O)Nc3cccc4ccccc34)ccc2O1 | 1 | -3[16.7 µM] | -2 | 3 | nt | -3 | 37 | 14
Fc1ccc(F)c(C2=NNC(=NCC3CCCO3)SC2)c1 (configuration not stated) | nt | nt | 1 | -9 | 1 | nt | -25 | -22
CCCNC(=O)C[C@@H]1C[C@H]2c3cc(NC(=O)NC4CCCCC4)ccc3O[C@H]2[C@H](CO)O1 | 3 | -4[16.7 µM] | -4 | 15 | 11 | -3 | -2 | 3
CCOc1ccccc1/C=C/c1onc(C)c1S(=O)(=O)N1CCC(C(=O)NC(C)C)CC1 | -1 | 10 | 3 | -3 | -1 | 2 | 8 | nt
O=C(COc1ccc(S(=O)(=O)N2CCCC2)cc1)Nc1ccc2c(c1)OCCO2 | -1 | 2 | -11 | -56 | 2 | 2 | -11 | -15

An excerpt from further up, as a working copy:
SMILES | Cneo AK release | miR122 inh | FN deposit inh | LGR2 antag | CASP6 VEID inh | PGC1a acetyl inh | PAX8 inh HTS | EWS-Fli inh
CCOC(=O)N1CCN(S(=O)(=O)c2ccc(C(=O)N(CCN(C)C)c3nc4ccc(CC)cc4s3)cc2)CC1 | -6 | -1 | 3 | 6 | -7 | 7 | -34 | -40
O=C(C1CCCC1)N1CC[C@@H]2[C@H]1c1cc(Br)ccc1N[C@@H]2CO | nt | nt | 10 | -19 | nt | 12 | nt | 0
Cc1ccc(NC(=O)c2ccc3nc[nH]c3c2)nc1 | -1 | 14 | 2 | -39 | 21 | 4 | -144 | -66
CCOc1ccc(C(=O)NCCN2CCCC2)cc1 | nt | 3 | -1 | -5 | -75 | -1 | 24 | 3
O=C(C[C@H]1C=C[C@@H](NS(=O)(=O)c2ccccc2)[C@@H](CO)O1)N1CCc2ccccc2C1 | -2 | nt | nt | -1 | 2 | -5 | 9 | 0
CS(=O)(=O)c1ccc(NC(=O)CCN2C(=O)C3CC=CCC3C2=O)cc1 (configuration not stated) | 1 | -1 | nt | 4 | -1 | nt | 8 | 4
Cc1ccn2c(NCc3ccccc3)c(-c3cccc(SC4CCCCC4)c3)nc2c1 | -2 | nt | -11&-4 | 7&-11 | -3&-8 | nt | 12&-27 | 25&4
Cc1cc(NC(=O)C2CC(c3cccc(Br)c3)=NO2)no1 (configuration not stated) | 2 | -6 | nt | 2 | 3 | 11 | nt | -4
c1ccc(C2=NCCCN2)cc1 | -1 | nt | nt | 11 | 4 | -3 | nt | 3
C[C@H]1CCCCO[C@H](CN(C)Cc2ccc(C(F)(F)F)cc2)[C@@H](C)CN([C@@H](C)CO)C(=O)c2cc(NC(=O)Nc3cccc4ccccc34)ccc2O1 | 1 | -3[16.7 µM] | -2 | 3 | nt | -3 | 37 | 14
Fc1ccc(F)c(C2=NNC(=NCC3CCCO3)SC2)c1 (configuration not stated) | nt | nt | 1 | -9 | 1 | nt | -25 | -22
CCCNC(=O)C[C@@H]1C[C@H]2c3cc(NC(=O)NC4CCCCC4)ccc3O[C@H]2[C@H](CO)O1 | 3 | -4[16.7 µM] | -4 | 15 | 11 | -3 | -2 | 3
CCOc1ccccc1/C=C/c1onc(C)c1S(=O)(=O)N1CCC(C(=O)NC(C)C)CC1 | -1 | 10 | 3 | -3 | -1 | 2 | 8 | nt
O=C(COc1ccc(S(=O)(=O)N2CCCC2)cc1)Nc1ccc2c(c1)OCCO2 | -1 | 2 | -11 | -56 | 2 | 2 | -11 | -15
